HT1080 IDH1KD tx: kills HT-1080 cells with IDH1 knockdown; 360,000 tested, 2% active; HT-1080 IDH1 knockdown viability, ATP luminescence, 48 h; Potency, µM (highest dose often 46.1 µM), for the others: top-dose activity, negative = toxicity, actives largely listed as cytotoxic;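 note: 0% = DMSO wells and -100% = cell-free medium wells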
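Knockdown cells (IDH1KD HT-1080) received compounds 2 h after plating at 750 cells/well and were kept 48 h at 37 °C in 5% FBS RPMI. A CellTiter-Glo luminescence read gave % activity for curve fitting.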
KB-V1 MDR tox: KB-V1 MDR subline cytotoxicity; KB-V1 MDR cells viability, CellTiter-Glo, 72 h; Potency, µM (doses to about 46.1 µM), for the others: top-dose activity change, negative = cytotoxicity, usual class: cytotoxic; 400,000 tested, 3.4% active; AID 1347076; note: % is set by controls: 0 for no effect and ±100 for the full control effect; nearly all actives have a fitted effect of over 60% in size
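Potencies derive from concentration-effect curves fitted to normalized luminescence (CellTiter-Glo) of KB-V1 cells treated for 72 h at 37 degrees C in phenol-red-free DMEM containing 10% FBS.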
GLP1R ag: agonists of human GLP-1 receptor. P43220. HEK293 GLP-1R CRE-luciferase, luminescence, 4-6 h; cells express a hypersensitive GLP-1R form. AID 624172. Potency, µM (top dose mostly 45.6 µM), inactives show at the highest dose activation, usual class: activators. 380,000 tested, 0.007% active; note: % of control where 0% means no effect
Target sequence (P43220 whole entry, looked up): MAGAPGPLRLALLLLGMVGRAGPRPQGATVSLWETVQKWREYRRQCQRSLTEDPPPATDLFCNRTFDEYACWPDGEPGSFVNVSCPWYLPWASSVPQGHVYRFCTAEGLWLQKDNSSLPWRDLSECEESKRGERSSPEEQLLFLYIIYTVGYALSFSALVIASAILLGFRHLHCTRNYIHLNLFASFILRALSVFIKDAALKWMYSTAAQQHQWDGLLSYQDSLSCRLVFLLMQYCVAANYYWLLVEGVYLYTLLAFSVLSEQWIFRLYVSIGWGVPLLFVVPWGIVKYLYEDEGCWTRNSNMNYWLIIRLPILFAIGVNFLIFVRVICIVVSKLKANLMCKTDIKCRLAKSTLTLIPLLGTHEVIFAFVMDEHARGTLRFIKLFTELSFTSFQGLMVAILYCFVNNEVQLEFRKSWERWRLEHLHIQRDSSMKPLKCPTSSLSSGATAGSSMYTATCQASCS
HT1080NT lethal: kills 2HG-producing HT-1080-NT fibrosarcoma cells. HT-1080-NT fibrosarcoma viability, CellTiter-Glo ATP luminescence, 48 h. Potency, µM (series often up to 46.1 µM), inactives show at the highest dose activity, negative = less viability, hits mostly cytotoxic. 360,000 tested, 1.6% active;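 note: NT is the 2HG producing partner of a matched IDH1 knockdown line; 0% = DMSO-treated cells and -100% = media-only wells without cells; nearly all actives have a fitted effect of over 55% in size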
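750 cells/well, RPMI + 5% FBS; 2 h settle, compound pin-transfer, 48 h at 37 degrees C. CellTiter-Glo 10 min RT, luminescence. Normalized to DMSO and media-only wells.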
GLP-1R inv ag: acts as inverse agonist at human GLP-1 receptor; 410,000 tested, 1.6% active; Potency, µM (doses to about 38.3 µM), without a hit: at the top dose activity change, negative = inhibition, actives largely listed as inhibitors; AID 624417; P43220; HEK293 GLP-1R CRE-luciferase, luminescence, 24 h; GLP-1R form is constitutively active; note: % is set by controls: 0 for no effect and ±100 for the full control effect; nearly all actives have a fitted effect of over 55% in size
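Cells are plated, allowed 12 hours at 37 deg C, then treated with compounds for 24 hr before luciferase detection reagent is added and luminescence is read after 12 min at room temperature. The HEK293 line carries constitutively active GLP-1R with a cAMP-responsive reporter.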
TDP43 rescue: TDP-43 toxicity inhibition in yeast; 410,000 tested, 1.8% active; Potency, µM (series often up to 46.1 µM), for the others: at the highest dose growth rescue (activation), actives largely listed as activators; TDP-43 expressing yeast growth rescue, BacTiter-Glo, 24 h; note: % of control where 0% means no effect; nearly all actives have a fitted effect of over 50% in size
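Growth rescue of TDP-43-toxic yeast measured as ATP luminescence (BacTiter-Glo). Cells grown to mid-log in raffinose, induced in galactose at OD600=0.02, exposed to compound 24 hr at 30 deg C.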
GLP1R cytotox: cytotoxicity counter-screen for GLP-1 receptor inverse agonists | HEK293 cAMP-luciferase reporter cells, luminescence, 24 h | Potency, µM (highest dose often 38.3 µM), without a hit: at the top dose activity change, negative = inhibition, hits mostly inhibitors | 410,000 tested, 0.13% active;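 note: loss of luciferase light is scored as toxicity; % is set by controls: 0 for no effect and ±100 for the full control effect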
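Step one: seed cells (200 cells/uL, DMEM with 10% Nu serum, 1% pen-strep). Step two: 12-hour incubation at 37 deg C. Step three: pin 23 nL compound, incubate 24 hr. Step four: add luciferase reagent, read luminescence 12 min later.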
SW480 rereplic: inducers of DNA re-replication in SW480 colon cancer cells. AID 624297. SW480 DNA re-replication, Hoechst DNA content imaging, 48 h. 340,000 tested, 1.8% active. Potency, µM (highest dose often 46.1 µM), inactives show at the top dose re-replication activation, usual class: activators; note: % of control where 0% means no effect; nearly all actives have a fitted effect of over 55% in size
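Hoechst fluorescence of nuclei (405 nm excitation, 500-530 nm emission) measured by plate-scanning imager after 48 hr compound exposure at 37 C; re-replication scored as increased number of nuclei with elevated intensity.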
KB-3-1 tox: kills parental KB-3-1 adenocarcinoma cells | KB-3-1 viability, CellTiter-Glo ATP luminescence, 72 h | Potency, µM (titrated, usually from 46.1 µM), inactives show at the top dose activity change, negative = cytotoxic, most hits filed as cytotoxic | 400,000 tested, 1.4% active; note: % is set by controls: 0 for no effect and ±100 for the full control effect; nearly all actives have a fitted effect of over 60% in size
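Viability of parental KB-3-1 cells, measured by CellTiter-Glo luminescence, followed a 72 h incubation at 37 °C with pinned compounds in phenol-red-free DMEM containing 10% FBS.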
* hit, by the source's call; ? = inconclusive; . = no result given; & = joins results of further samples; [ ] = another dose, or the depositor's remark. Calls come from the whole dose curve; as a rule, active = well fitted curve in the direction sought with a large enough effect; inconclusive = small, poorly fitted or top-dose-only effect, or another doubt; inactive = no such curve, though single readings can be large; an effect the other way counts as inactive or inconclusive. Potency is the fitted concentration of half-maximal effect.

SMILES	HT1080 IDH1KD tx	KB-V1 MDR tox	GLP1R ag	HT1080NT lethal	GLP-1R inv ag	TDP43 rescue	GLP1R cytotox	SW480 rereplic	KB-3-1 tox
CCc1cccc(NC(=O)Cn2c(=O)n(Cc3ccccc3)c(=O)c3c2c2cc(OC)ccc2n3C)c1	.	0.0%	-2.2%	.	20.4%	13.8%	2.4%	.	0.4%
O=C(OCc1ccc(COC(=O)c2cccnc2Cl)cc1)c1cccnc1Cl	15.9%	-17.1%	14.0%	4.3%	37.9%[activator]	-10.5%	-8.7%	0.4%	7.7%
O=C1NC(c2ccccc2)CCC1(Cl)Cl (stereo not given)	1.0%	?	3.9%	-0.3%	2.3%	-8.7%	1.8%	-13.9%	-3.0%
CCOC(=O)Cc1ccc(NC(=O)c2cccc([N+](=O)[O-])c2)cc1	14.0%	2.7%	10.8%	14.9%	-6.8%	-1.4%	-12.9%	7.1%	1.1%
O=C(OCC(=O)N1CCCC1)c1cnc(Cl)c(Cl)c1	9.9%	-2.6%	4.4%	4.7%	-2.1%	-27.2%	-14.8%	2.6%	1.3%
COc1ccc(N2CCN(C(=O)Cn3c(=O)c4cccn4c4cccnc43)CC2)cc1	-9.4%	-18.9%	1.0%	-1.5%	-4.0%	1.2%	-0.5%	?	?
Cn1ccnc1SCC(=O)Nc1cc(S(=O)(=O)N2CCOCC2)ccc1Cl	23.4%	-15.1%	4.8%	25.1%	7.4%	16.5%	-4.8%	0.4%	2.8%
COc1ccc(S(=O)(=O)NCCC(C)C)cc1C	2.0%	19.2%	25.7%	-2.7%	0.0%	-12.4%	0.8%	-4.5%	-22.4%
CN1CCCC(OC(=O)c2ccc3c(c2)OCCO3)C1 (stereo not given)	5.6%	?	7.6%	6.5%	?	-0.7%	9.2%	-46.0%	-1.3%
C[C@H](CO)N1C[C@H](C)[C@@H](CN(C)C(=O)Nc2ccc(C(F)(F)F)cc2)Oc2ccc(NS(=O)(=O)c3ccccc3)cc2C1=O	-23.5%	-15.8%	-0.8%	-13.8%	?	-5.1%	-27.3%	-4.0%	-3.0%

In the list so far, four have a carbonyl joined to an NH by a bond outside any ring:
SMILES	HT1080 IDH1KD tx	KB-V1 MDR tox	GLP1R ag	HT1080NT lethal	GLP-1R inv ag	TDP43 rescue	GLP1R cytotox	SW480 rereplic	KB-3-1 tox
CCc1cccc(NC(=O)Cn2c(=O)n(Cc3ccccc3)c(=O)c3c2c2cc(OC)ccc2n3C)c1	.	0.0%	-2.2%	.	20.4%	13.8%	2.4%	.	0.4%
CCOC(=O)Cc1ccc(NC(=O)c2cccc([N+](=O)[O-])c2)cc1	14.0%	2.7%	10.8%	14.9%	-6.8%	-1.4%	-12.9%	7.1%	1.1%
Cn1ccnc1SCC(=O)Nc1cc(S(=O)(=O)N2CCOCC2)ccc1Cl	23.4%	-15.1%	4.8%	25.1%	7.4%	16.5%	-4.8%	0.4%	2.8%
C[C@H](CO)N1C[C@H](C)[C@@H](CN(C)C(=O)Nc2ccc(C(F)(F)F)cc2)Oc2ccc(NS(=O)(=O)c3ccccc3)cc2C1=O	-23.5%	-15.8%	-0.8%	-13.8%	?	-5.1%	-27.3%	-4.0%	-3.0%

(further entries)
SMILES	HT1080 IDH1KD tx	KB-V1 MDR tox	GLP1R ag	HT1080NT lethal	GLP-1R inv ag	TDP43 rescue	GLP1R cytotox	SW480 rereplic	KB-3-1 tox
CCCC(=O)n1nc(-c2ccccc2)nc1N	4.2%	-0.9%	-2.8%	14.7%	13.2%	?	-6.0%	0.0%	-2.7%
Cc1nonc1N1CCN(Cc2cn[nH]c2-c2ccc(F)cc2F)CC1	8.2%	1.5%	9.6%	11.7%	-20.7%	-7.0%	-5.2%	-42.5%[inhibitor]	9.5%
COCCNc1oc(/C=C/c2ccc(F)cc2)nc1S(=O)(=O)c1ccccc1	-0.1%	-13.0%	8.9%	16.0%	-16.6%	-7.8%	-4.4%	?	3.8%
COc1ccc(-n2nnnc2S(=O)(=O)CC(=O)N2CCCCC2)cc1	20.6µM*	?	-20.9%	20.6µM*	?	?	-21.4%	16.0%	20.6µM*
O=C1C2C3C=CC(CC3)C2C(=O)N1c1ccc(Br)cc1 (stereo not given)	-1.5%	0.5%	-0.2%	-0.5%	-6.3%	-2.1%	3.1%	.	0.0%
O=S(=O)(Nc1nnc(C2CCCCC2)s1)c1ccc(F)cc1	5.3%	-8.0%	1.4%	3.4%	-15.3%	8.7%	7.9%	-6.3%	1.3%
Cc1ccc(C2=NNC3(CCOC(C)(C)C3)S2)cc1 (stereo not given)	-19.0%	-0.2%	3.7%	-3.3%	-9.4%	-15.9%[0.397 µM]	-11.8%	-3.4%	0.6%
Cc1ccc(-c2nc3ncccc3o2)cc1NC(=O)Cc1ccc(Cl)cc1	11.9%	19.5%	-7.0%	19.8%	4.9%	0.9%	-9.3%	-7.8%	-2.1%
O=C(COc1ccc(F)cc1Cl)N(Cc1nnc(-c2ccccc2Cl)o1)C1CC1	-5.5%	?	4.5%	1.1%	?	-2.8%	-0.7%	2.4%	-4.0%
COc1ccc(-c2nnc(NC(=O)C(C)C)o2)cc1	0.6%	0.0%	-1.5%	4.9%	0.5%	?	-0.8%	-16.2%	9.8%
CSc1ccccc1NC(=O)CN(C)C(=O)c1c(C)nn(Cc2ccccc2)c1C	-7.7%	20.6µM*	-23.9%	-1.8%	2.9%	20.9%	-15.9%	-4.0%	1.0%
CC(=O)Nc1ccc(OCc2cnc(Cl)s2)cc1	-4.8%	-5.7%	0.8%	5.1%	16.4%	?	10.3%	-5.0%	12.3%
CCOc1ccccc1NC(=O)Cn1c(=O)oc2cc(S(=O)(=O)NCc3ccccc3)ccc21	.	11.1%	.	.	-1.6%	11.3%	-1.7%	.	-11.0%
COc1ccc(NC(=S)N/N=C2\CC(C)(C)Oc3ccc(O)cc32)cc1	3.9%	-13.1%	2.2%	3.9%	?	8.2%	?	-6.9%	-8.0%
Cc1ccc(NC2=C(Cl)C(=O)OC2OC(=O)c2ccco2)cc1C (stereo not given)	-8.0%	1.3%	-13.4%	10.0%	15.4%	28.6%	-20.9%	16.1%	5.1%
COc1cccc(NC(=O)CN(C)C(=O)CC2Sc3ccccc3NC2=O)c1 (stereo not given)	-10.7%	23.1µM*	-2.9%	3.0%	-23.2%	10.3%	-2.0%	3.0%	-0.2%
O=C(COC(=O)/C=C/c1ccccc1[N+](=O)[O-])Nc1ccc(OC(F)F)cc1	1.4%	-7.3%	-8.1%	0.7%	1.1%	0.0%	-7.6%	4.9%	-0.3%
O=C(CSc1nccn1Cc1ccc(F)cc1)NC1CCCC1	2.1%	?	0.5%	3.0%	-12.2%&6.9%	-8.0%&0.0%	7.7%&-11.1%	-3.6%	8.7%
CCn1c(C(O)c2cc(OC)ccc2OC)nc2ccccc21 (stereo not given)	2.4%	0.0%	7.8%	-1.4%	-3.5%	-10.7%	10.7%	-1.0%	11.1%
CCCCCCC#Cc1cncc(C(=O)NNC(=O)Nc2cc(Cl)cc(Cl)c2)c1	20.6µM*	?	7.8%	?	?	-12.7%	?	-50.3%[inhibitor]	0.0%
COc1ccc(OC)c(/C=N/NC(=O)c2cccc3ccccc23)c1	-10.9%	5.6%	13.5%	-14.6%	4.6%	4.1%	-4.7%	?	7.3%
NC(=O)COC(=O)c1cccc2c1-c1ccccc1C2=O	1.7%	?	1.8%	11.1%	52.3%[activator]	-3.9%	1.5%	-11.5%	10.9%
Cc1ccc(C)c(C(=O)COC(=O)c2n[nH]c3ccccc23)c1	2.3%	-20.0%	12.6%	1.8%	10µM*	20µM*	-2.1%	2.3%	-8.7%
O=C(c1ccc(-n2cnnn2)cc1)N1CCN(C(c2ccccc2)c2ccccc2)CC1	-9.8%	6.0%	-0.1%	-20.8%	?	10.1%	-15.3%	-4.8%	-0.4%
COc1cc2c3c(c1)c(N=NC(N)=S)c(O)n3C(C)(C)C=C2C	-4.5%	-10.4%	29.1%	-7.2%	?	4.4%	0.891µM*	8.0%	-1.3%
CCCC(=O)Nc1ccc2nc(C)n(Cc3ccccc3Cl)c(=O)c2c1	-9.4%	-7.5%	1.3%	-5.9%	2.3%	8.9%	0.4%	-13.4%	-1.9%
O=C1COc2ccc(S(=O)(=O)NCc3ccc(Cl)cc3)cc2N1	0.0%	-17.0%	2.1%	9.5%	0.4%	11.2%	1.7%	-3.3%	-4.7%
CN(CC(=O)NC(=O)Nc1ccccc1F)Cc1ccccc1F	4.5%	.	8.2%	13.4%	-24.4%	-7.0%	10.0%	1.6%	.
Cc1cccc(NC(=O)CN2CCN(C(=O)CNC(=O)c3ccc(-c4ccccc4)cc3)CC2)c1C	10.3µM*	?	7.1%	?	?	-4.4%	?	.	-54.7%
O=C(CCCc1c[nH]c2ccccc12)Nc1ncccc1O	13.8%	2.3%	11.0%	22.6%	8.0%	5.6%	?	-12.0%	13.1%
O=C(COC(=O)C1CC2C=CC1C2)Nc1ccc2c(c1)OC(F)(F)O2 (stereo not given)	-0.4%	-0.7%	4.5%	1.2%	?	0.0%	?	1.7%	5.2%
CN(C(=O)C=Cc1ccco1)c1ccccc1	13.9%	-13.7%	12.0%	22.7%	5.0%	-2.4%	2.0%	-2.1%	-1.7%
COCCCn1c(SCc2cccc(OC)c2)nc2cc(OC)c(OC)cc2c1=N	?	?	11.1%	?	-0.8%	17.8%	-12.9%	-0.4%	?
COc1ccc(NC(=O)C(=O)NCC(c2cccnc2)N2CCc3ccccc32)cc1OC (stereo not given)	.	-2.0%	.	.	9.4%	12.3%	-0.8%	.	-7.1%
